Compound activity as filed in PubChem.
IMPase Li cell – qHTS Assay for Identifying the Cell-Membrane Permeable IMPase Inhibitors: Potentiation with Lithium. CHO-M1 cells, IP1 TR-FRET (IP-One), carbachol + lithium. Potency, µM (series often up to 59.4 µM), for inactives: at the highest dose activity, negative = IMPase inhibition, actives largely listed as inhibitors. 0.35% of 210,000 active;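 further: IP1 builds up when IMPase is blocked and the TR-FRET signal falls; plate controls were basal vehicle for no effect and high inhibitor control for full effect; nearly all actives have a fitted effect of over 50% in size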
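IP1 accumulation measured by competitive TR-FRET in lysed CHO-M1 cells after 30 min compound exposure at 37C, with a small lithium addition to potentiate weak responses. Hill-equation AC50 from ratio and donor-channel data.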
JMJD2E inh – qHTS Assay for Inhibitors of Human Jumonji Domain Containing 2E (JMJD2E); Lysine-specific demethylase 4E (Homo sapiens), B2RXH2; JMJD2E catalytic domain, FDH-coupled NADH fluorescence (FDH is formaldehyde dehydrogenase); Potency, µM (series often up to 57.1 µM), inactives show at the highest dose activity change, negative = inhibition, hits mostly inhibitors; 1.6% of 230,000 active; active means well fitted inhibition curve with a large enough effect, not every such curve was filed as active; inconclusive means small, poorly fitted or top-dose-only effect, or another doubt; inactive means no such curve, though single readings can be large or run the other way;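 further: 0% = wells with enzyme and -100% = buffer wells without enzyme; nearly all actives have a fitted effect of over 50% in size; many of its hits are not listed in these tables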
SMN2 splice enh – qHTS Assay for Enhancers of SMN2 Splice Variant Expression | HEK293 SMN2-luciferase splicing reporter, luminescence, 30-36 h | Potency, µM (titrated, usually from 46.1 µM), without a hit: top-dose activity change, positive = activation, usual class: activators | 2.8% of 210,000 active; further: % of control where 0% means no effect; nearly all actives have a fitted effect of over 55% in size
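HEK293 cells carry an SMN2 […]–luciferase reporter in which exon 7 inclusion puts luciferase in frame. Cells were plated 10-12 h before compound addition, then incubated 30-36 h at 37C. ONE-Glo luminescence was read; sodium butyrate at 4.5 mM final served as control.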
Luc counter – Counterscreen for Luciferase (Kinase-Glo TM) Inhibition. Kinase-Glo luciferase, ATP luminescence, 8 min. 0.28% of 200,000 active. Potency, µM (titrated, usually from 38.3 µM), for the others: at the highest dose activity change, negative = inhibition, usual class: inhibitors. Luciferin 4-monooxygenase (Photuris pensylvanica), Q27757; further: on the % scale 0 is the no-effect control and ±100 the full control effect; nearly all actives have a fitted effect of over 60% in size
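Compounds were added to a substrate mix at pH 7.2 (50 mM imidazole, 10 uM ATP, within the enzyme's linear range), followed by Kinase-Glo detection reagent; luminescence was measured after 8 minutes at ambient temperature.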
Epigenetic derep – Quantitative High-Throughput Screen for Regulators of Epigenetic Control | Potency, µM (doses to about 53.9 µM), for the others: at the top dose GFP activation, actives largely listed as activators | AID 1865, 2009 | 0.2% of 280,000 active | murine LDR cells, GFP reporter derepression, 30 h; further: % of control where 0% means no effect; nearly all actives have a fitted effect of over 60% in size
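Derepression of a silenced CMV-GFP reporter in murine LDR cells is scored by enumerating GFP-positive cells with a laser-scanning microplate cytometer after 30 hours of treatment at 37 C.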
GoLoco inh red – qHTS Assay for Inhibitors of RGS12 GoLoco Motif Activity (Red Fluorophore). Gai1:RGS12 GoLoco peptide FP, rhodamine, 10 min. AID 880, 2007. Potency, µM (highest dose often 61.6 µM), for inactives: at the highest dose activity, negative = inhibition, actives largely listed as inhibitors. Guanine nucleotide-binding protein G(i) subunit alpha-1 (Homo sapiens), P63096. 0.44% of 230,000 active; active means well fitted inhibition curve with a large enough effect, not every such curve was filed as active; inactive means no such curve, though single readings can be large or run the other way; further: on the % scale 0 is the no-effect control and ±100 the full control effect; nearly all actives have a fitted effect of over 30% in size; many of its hits are not listed in these tables
Target sequence (P63096 whole entry, looked up): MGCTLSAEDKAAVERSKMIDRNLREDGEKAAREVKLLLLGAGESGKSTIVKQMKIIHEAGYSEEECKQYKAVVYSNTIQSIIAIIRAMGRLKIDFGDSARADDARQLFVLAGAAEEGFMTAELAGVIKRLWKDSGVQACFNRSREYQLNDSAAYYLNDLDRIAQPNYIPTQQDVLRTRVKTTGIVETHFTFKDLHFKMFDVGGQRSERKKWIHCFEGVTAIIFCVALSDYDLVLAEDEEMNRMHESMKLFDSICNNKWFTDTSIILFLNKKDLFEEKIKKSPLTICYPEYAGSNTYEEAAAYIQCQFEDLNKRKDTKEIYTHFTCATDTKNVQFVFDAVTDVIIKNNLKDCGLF
RECQ1 helicase – qHTS Assay for Inhibitors of RecQ-Like Dna Helicase 1 (RECQ1) | ATP-dependent DNA helicase Q1 (Homo sapiens), P46063 | RECQ1 DNA unwinding, red fluorescence kinetic read | Potency, µM (highest dose often 57.3 µM), for inactives: at the top dose activity, negative = inhibition, actives largely listed as inhibitors | 0.54% of 240,000 active | AID 2549, 2010;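 further: plate controls were vehicle for no effect and no enzyme for full effect; nearly all actives have a fitted effect of over 30% in size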
Target sequence (P46063 whole entry, looked up): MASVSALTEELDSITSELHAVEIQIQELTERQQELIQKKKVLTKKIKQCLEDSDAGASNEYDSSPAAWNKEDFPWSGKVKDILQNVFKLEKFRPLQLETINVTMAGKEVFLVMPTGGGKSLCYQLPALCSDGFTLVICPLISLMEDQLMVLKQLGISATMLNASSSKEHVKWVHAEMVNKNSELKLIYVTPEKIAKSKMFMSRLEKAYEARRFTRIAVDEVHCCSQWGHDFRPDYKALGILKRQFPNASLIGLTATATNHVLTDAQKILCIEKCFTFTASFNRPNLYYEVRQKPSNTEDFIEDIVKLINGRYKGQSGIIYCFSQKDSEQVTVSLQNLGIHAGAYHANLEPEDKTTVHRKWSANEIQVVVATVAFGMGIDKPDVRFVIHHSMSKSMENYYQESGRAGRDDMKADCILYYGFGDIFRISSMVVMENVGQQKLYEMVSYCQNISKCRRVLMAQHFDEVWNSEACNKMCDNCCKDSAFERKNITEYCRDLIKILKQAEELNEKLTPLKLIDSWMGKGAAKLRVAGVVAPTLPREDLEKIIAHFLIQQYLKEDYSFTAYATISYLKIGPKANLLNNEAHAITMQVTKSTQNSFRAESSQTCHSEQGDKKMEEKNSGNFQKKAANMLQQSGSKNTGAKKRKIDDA
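RECQ1T1 50 nM; forked duplex (20 bp + 30-nt ss tails) 200 nM, ATP 2 mM final; pH 8.0, 2 mM MgCl2, 2.5 ug/ml poly(dI-dC); 15 min compound preincubation; discontinuous kinetic read over 2 h at RT.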
NPSR antagonist – qHTS Assay for Antagonists of the Neuropeptide S Receptor: cAMP Signal Transduction; CHO-NPSR cells, cAMP TR-FRET, antagonist mode; AID 1461, 2008; Potency, µM (highest dose often 38.3 µM), for inactives: at the top dose activity change, negative = inhibition, hits mostly inhibitors; 1% of 220,000 active; further: on the % scale 0 is the no-effect control and ±100 the full control effect; nearly all actives have a fitted effect of over 50% in size; many of its hits are not listed in these tables
* hit, by the source's call; & = joins results of further samples; [ ] = dose if it differs, or a comment. Unless noted, the call rests on the fitted dose curve; in most records, active means well fitted curve in the direction sought with a large enough effect; inconclusive means small, poorly fitted or top-dose-only effect, or another doubt; inactive means no such curve, though single readings can be large; an effect the other way counts as inactive or inconclusive. Potency means the concentration at half of the fitted maximal effect. A portion of the library; count on the stated rates, not on these rows.

For Cc1ccc(Nc2nc(CSc3nnc(-c4cccs4)o3)cs2)cc1 the results were IMPase Li cell 13%[38.3 µM], JMJD2E inh -2%, SMN2 splice enh -17%, Luc counter 1%, Epigenetic derep -0.8%, GoLoco inh red 12%, RECQ1 helicase -14% and NPSR antagonist -26%[46.1 µM].
`O=C(NCCCN1CCCC1=O)c1ccccc1NS(=O)(=O)c1ccc(Br)cc1` gave IMPase Li cell 1%[38.3 µM], JMJD2E inh -7%, SMN2 splice enh -28%, Luc counter 9%, Epigenetic derep 3.0%, GoLoco inh red -5%, RECQ1 helicase -5% and NPSR antagonist -7%[46.1 µM].
Screening CCOc1ccccc1C(=O)N1c2ccccc2Sc2ccccc21 returned IMPase Li cell 21%[38.3 µM], JMJD2E inh -3%, SMN2 splice enh -5%, Luc counter 2%, Epigenetic derep -0.2%, GoLoco inh red 0%, RECQ1 helicase -12% and NPSR antagonist -11%[46.1 µM].
`CC(C)=CCN1CCN(Cc2ccc(Oc3ncccn3)cc2)CC1CCO` (stereo unspecified) gave IMPase Li cell 13%, JMJD2E inh 5%, SMN2 splice enh -6%, Luc counter -4%, Epigenetic derep -2.9%, GoLoco inh red 8%, RECQ1 helicase inactive and NPSR antagonist 13%.
`COc1cccc(-c2nn3c(-c4cccc(C)c4)nnc3s2)c1` gave IMPase Li cell 3%[38.3 µM], JMJD2E inh -1%, SMN2 splice enh 3%, Luc counter 11%, Epigenetic derep -1.1%, GoLoco inh red 3%, RECQ1 helicase -10% and NPSR antagonist inconclusive.
`Cc1c(Cl)cccc1NC(=O)CNc1ccccc1F` gave JMJD2E inh 0%, Epigenetic derep -0.9%, RECQ1 helicase -2% and NPSR antagonist 4%[46.1 µM].
For O=C(c1ccco1)N1CCC(c2ccccc2)C1 (stereo unspecified) the results were IMPase Li cell -1%[38.3 µM], JMJD2E inh -1%, SMN2 splice enh -1%, Luc counter -1%, Epigenetic derep 0.2%, GoLoco inh red 4%, RECQ1 helicase 9% and NPSR antagonist -8%[46.1 µM].
CCCC(=O)Nc1ccc2oc(-c3cccnc3)nc2c1 was read as IMPase Li cell -3%[38.3 µM], JMJD2E inh inconclusive, SMN2 splice enh inconclusive, Luc counter 2%, Epigenetic derep -2.6%, GoLoco inh red 12%, RECQ1 helicase 3% and NPSR antagonist 4%[46.1 µM].
O=C(O)c1cccc([N+](=O)[O-])c1C(=O)Nc1nc2ccccc2s1 was read as IMPase Li cell 7%, JMJD2E inh inconclusive, SMN2 splice enh 14%, Luc counter -1%, Epigenetic derep -0.5%, GoLoco inh red 3%, RECQ1 helicase -10% and NPSR antagonist 7%.
`O=C(Oc1ccccc1)N1CCC2(CCCN(c3ccccc3)C2)CC1` gave IMPase Li cell 21%, SMN2 splice enh -22%, Luc counter 2%, GoLoco inh red 23% and RECQ1 helicase -14%.
Screening COc1ccc(OC)c(C(c2nnnn2Cc2ccccc2)N2CCN(C)CC2)c1 (stereo unspecified) returned IMPase Li cell 2%[38.3 µM], JMJD2E inh -2%, SMN2 splice enh 3%, Luc counter 0%, Epigenetic derep 3.2%, GoLoco inh red -1%, RECQ1 helicase -4% and NPSR antagonist -2%[46.1 µM].
COCC1=Cc2cc3c(cc2C(C(C(=O)OC)C(=O)OC)N1C(=O)OC)OCO3 (stereo unspecified) was read as IMPase Li cell 4%&3%, JMJD2E inh 6%, SMN2 splice enh 3%, Luc counter -5%, Epigenetic derep 1.1%, GoLoco inh red -1% and RECQ1 helicase -3%.
Screening COc1ccc(CNC(=O)c2cc(-c3ccc(OC)c(OC)c3)on2)cc1 returned IMPase Li cell 12%[38.3 µM], JMJD2E inh 1%, SMN2 splice enh -11%, Luc counter 0%, Epigenetic derep -14%, GoLoco inh red 14%, RECQ1 helicase 0% and NPSR antagonist -17%[46.1 µM].
For Cc1cccc(NC(=S)N2CCC(N(C)CC3CCCO3)CC2)c1 (stereo unspecified) the results were IMPase Li cell 4%, JMJD2E inh 7%, SMN2 splice enh -7%, Luc counter 2%, Epigenetic derep 0.1%, GoLoco inh red 6%, RECQ1 helicase -1% and NPSR antagonist 10%.
O=C(Nc1cc(S(=O)(=O)N2CCOCC2)ccc1N1CCOCC1)c1cnccn1 was read as IMPase Li cell -9%, JMJD2E inh 1%, SMN2 splice enh 21%, Luc counter 0%, Epigenetic derep 3.8%, GoLoco inh red -5%, RECQ1 helicase 0% and NPSR antagonist 7%.
COc1ccc(NC(=O)COC(=O)c2c3c(nc4ccccc24)CCCC3)cc1 was read as IMPase Li cell 31%[activator][38.3 µM], JMJD2E inh 0%, SMN2 splice enh -29%, Luc counter 0%, Epigenetic derep -0.9%, GoLoco inh red -6%, RECQ1 helicase -12% and NPSR antagonist -30%[46.1 µM].
`O=S(=O)(c1ccc2nc(Cc3cccc(C(F)(F)F)c3)[nH]c2c1)N1CCOCC1` gave IMPase Li cell 10%[38.3 µM], JMJD2E inh -3%, SMN2 splice enh -4%, Luc counter 3%, Epigenetic derep 0.0%, GoLoco inh red 15%, RECQ1 helicase inactive and NPSR antagonist -5%[46.1 µM].
Screening Cc1sc(-n2c(C)cc(C=O)c2C)c(C(=O)O)c1C returned IMPase Li cell 19%[38.3 µM], JMJD2E inh -1%, SMN2 splice enh 3%, Luc counter 18%, Epigenetic derep -1.0%, GoLoco inh red 5%, RECQ1 helicase -11% and NPSR antagonist -9%[46.1 µM].
For O=C(NCc1ccncc1)c1ccc(Br)cc1 the results were IMPase Li cell 23%[38.3 µM], JMJD2E inh 1%, SMN2 splice enh 5%, Luc counter -4%, Epigenetic derep -1.0%, GoLoco inh red 11%, RECQ1 helicase inactive and NPSR antagonist -6%[46.1 µM].
Screening O=c1n(Cc2ccc(Cl)cc2)c2sc3c(c2c2ncnn12)CCCC3 returned IMPase Li cell 42%[activator][38.3 µM], JMJD2E inh -5%, Luc counter 1%, Epigenetic derep -1.1%, GoLoco inh red 11%, RECQ1 helicase -1% and NPSR antagonist inconclusive.
For COC(=O)CC1C(C)(C)C(=O)C2CC3C4=CC(=O)OC(c5ccoc5)[C@]4(C)CCC3[C@@]1(C)C2=O (stereo partly specified) the results were IMPase Li cell 14%, JMJD2E inh -1%, SMN2 splice enh -1%, Luc counter -3%, Epigenetic derep -1.3%, GoLoco inh red 2% and RECQ1 helicase inactive.
Screening CCCCOc1ccc(Br)cc1/C(C)=N/NC1=NCCN1 returned IMPase Li cell 28%, JMJD2E inh 2%, SMN2 splice enh -69%[inhibitor], Luc counter 2%, Epigenetic derep -1.0%, GoLoco inh red 4%, RECQ1 helicase -4% and NPSR antagonist -19%.
`O=C(NC(=S)Nc1cccc(C(F)(F)F)c1)c1ccc2nonc2c1` gave JMJD2E inh -10%, Epigenetic derep -0.3%, GoLoco inh red 4%, RECQ1 helicase -6% and NPSR antagonist -7%[7.67 µM].
For CCC(C)(C)NC(=O)C1c2ccccc2Oc2ccccc21 the results were IMPase Li cell 2%, JMJD2E inh 10%, SMN2 splice enh -1%, Luc counter 3%, Epigenetic derep 1.1%, GoLoco inh red 9%, RECQ1 helicase inactive and NPSR antagonist -8%.
For NC(Cc1cccc2nsnc12)C(=O)O (stereo unspecified) the results were IMPase Li cell 2%[38.3 µM], JMJD2E inh inconclusive, SMN2 splice enh -2%, Luc counter -7%, Epigenetic derep -0.8%, GoLoco inh red -15%, RECQ1 helicase 0% and NPSR antagonist -15%[46.1 µM].
O=C(Nc1cccc(C(F)(F)F)c1)c1ccco1 was read as IMPase Li cell 15%[38.3 µM], JMJD2E inh -4%, SMN2 splice enh 26%, Luc counter -2%, Epigenetic derep -5.4%, GoLoco inh red 5%, RECQ1 helicase -4% and NPSR antagonist inconclusive.
For Cc1cc(C)n(-c2ncnc3sc4c(c23)CC(C)CC4)n1 (stereo unspecified) the results were JMJD2E inh 1%, Epigenetic derep -4.7%, RECQ1 helicase -4% and NPSR antagonist 8%[46.1 µM].
CC1(C)COC(c2ccc(F)c([N+](=O)[O-])c2)=N1 was read as IMPase Li cell -28%, JMJD2E inh -1%, SMN2 splice enh -9%, Luc counter 3%, Epigenetic derep inconclusive, GoLoco inh red 7%, RECQ1 helicase -3% and NPSR antagonist 17%[46.1 µM].
C/C(=C\C(=O)O)C(=O)Nc1nccs1 was read as IMPase Li cell -1%[38.3 µM], JMJD2E inh -4%, SMN2 splice enh 16%, Luc counter -1%, Epigenetic derep -5.2%, GoLoco inh red 0%, RECQ1 helicase -6% and NPSR antagonist -9%[46.1 µM].
Screening O=C(O)c1ccc(N/N=C/c2cn(Cc3ccc(F)cc3)c3ccccc23)cc1 returned JMJD2E inh inconclusive, Epigenetic derep 0.1%, GoLoco inh red 6%, RECQ1 helicase -6% and NPSR antagonist inconclusive.
For O=C(COC(=O)/C=C/c1ccco1)NCCc1ccccc1 the results were IMPase Li cell 14%, JMJD2E inh 8%, SMN2 splice enh 12%, Luc counter 6%, Epigenetic derep -1.7%, GoLoco inh red -3%, RECQ1 helicase inactive and NPSR antagonist 4%.

Molecules listed so far containing a Cl atom, in the order listed:
`Cc1c(Cl)cccc1NC(=O)CNc1ccccc1F` gave JMJD2E inh 0%, Epigenetic derep -0.9%, RECQ1 helicase -2% and NPSR antagonist 4%[46.1 µM].
Screening O=c1n(Cc2ccc(Cl)cc2)c2sc3c(c2c2ncnn12)CCCC3 returned IMPase Li cell 42%[activator][38.3 µM], JMJD2E inh -5%, Luc counter 1%, Epigenetic derep -1.1%, GoLoco inh red 11%, RECQ1 helicase -1% and NPSR antagonist inconclusive.
